Compound activity: PubChem BioAssay, National Center for Advancing Translational Sciences (NCATS)
AmpC no deterg = qHTS Inhibitors of AmpC Beta-Lactamase (assay without detergent). P00811. Potency, µM (titrated, usually from 57.1 µM), for inactives: at the top dose activity change, negative = inhibition, hits mostly inhibitors. 330,000 tested, 0.52% active. AmpC nitrocefin hydrolysis, absorbance 480 nm, 0.0001% Triton. AID 485341, 2010;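 note: potency is the fitted concentration of half-maximal effect; plate controls were no compound for no effect and no enzyme for full effect; nearly all actives have a fitted effect of over 20% in size; some results filed as inactive show a strong effect at the top dose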
Target sequence (P00811 whole entry, looked up): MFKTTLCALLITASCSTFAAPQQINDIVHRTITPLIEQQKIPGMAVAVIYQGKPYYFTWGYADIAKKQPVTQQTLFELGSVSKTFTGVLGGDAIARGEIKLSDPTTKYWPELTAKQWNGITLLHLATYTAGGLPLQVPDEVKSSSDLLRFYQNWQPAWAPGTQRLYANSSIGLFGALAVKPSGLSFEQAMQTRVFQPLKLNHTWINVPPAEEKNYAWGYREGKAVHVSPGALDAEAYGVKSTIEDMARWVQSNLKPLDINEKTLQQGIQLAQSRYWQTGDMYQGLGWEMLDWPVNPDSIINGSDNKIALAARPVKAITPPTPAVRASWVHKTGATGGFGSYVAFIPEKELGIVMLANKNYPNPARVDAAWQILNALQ
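20 mM phosphate pH 7.0 + 0.01% (detergent screen) or 0.0001% Triton X-100; 5.3 nM AmpC reagent; cpd preinc 15 min RT; nitrocefin (800 uM stock) to start; A480 q20 s × 4 min; Activity was normalised to no-enzyme and no-compound control wells.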
AmpC inh detg = qHTS Inhibitors of AmpC Beta-Lactamase (assay with detergent); P00811; AmpC hydrolysis of nitrocefin, absorbance 480 nm, 0.01% Triton; Potency, µM (titrated, usually from 114 µM), for inactives: at the top dose activity change, negative = inhibition, usual class: inhibitors; 370,000 tested, 0.041% active;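 note: potency is the fitted concentration of half-maximal effect; 0% = no-compound wells and -100% = no-enzyme wells; nearly all actives have a fitted effect of over 25% in size; some results filed as inactive show a strong effect at the top dose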
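20 mM phosphate pH 7.0 + 0.01% (detergent screen) or 0.0001% Triton X-100; 5.3 nM AmpC reagent; cpd preinc 15 min RT; nitrocefin (800 uM stock) to start; A480 q20 s × 4 min; Activity was normalised to no-enzyme and no-compound control wells.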
LmPK inhibitor = qHTS Assay for Inhibitors of Leishmania Mexicana Pyruvate Kinase (LmPK). purified LmPK, Kinase-Glo ATP luminescence, 1 h. Potency, µM (series often up to 57.5 µM), without a hit: at the top dose activity change, negative = inhibition, actives largely listed as inhibitors. 290,000 tested, 0.37% active. AID 1721, 2009; note: potency is the fitted concentration of half-maximal effect
Target sequence (Q27686 whole entry, looked up): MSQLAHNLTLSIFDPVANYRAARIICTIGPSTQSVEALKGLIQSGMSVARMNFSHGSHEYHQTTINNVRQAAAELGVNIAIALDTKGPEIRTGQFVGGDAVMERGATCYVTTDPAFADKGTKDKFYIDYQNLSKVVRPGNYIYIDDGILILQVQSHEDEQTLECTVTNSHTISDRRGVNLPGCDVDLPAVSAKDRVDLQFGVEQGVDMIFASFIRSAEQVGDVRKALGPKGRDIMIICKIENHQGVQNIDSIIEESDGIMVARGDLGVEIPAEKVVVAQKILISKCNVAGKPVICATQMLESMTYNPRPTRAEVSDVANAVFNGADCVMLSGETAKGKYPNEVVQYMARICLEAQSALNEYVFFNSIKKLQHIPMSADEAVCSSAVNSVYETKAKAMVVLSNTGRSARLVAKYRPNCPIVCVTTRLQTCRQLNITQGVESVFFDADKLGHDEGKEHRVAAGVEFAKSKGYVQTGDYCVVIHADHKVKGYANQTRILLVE
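0.1 nM LmPK, 0.5 mM PEP, 0.1 mM ADP; 50 mM imidazole pH 7.2, 7 mM MgCl2, 50 mM KCl; 1 h RT. Kinase-Glo luminescence readout, normalized to no-enzyme (full inhibition) and uninhibited wells.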
HCV inh = qHTS Assay for Inhibitors of Hepatitis C Virus (HCV) | AID 651820, 2012 | Huh7.5.1 HCVcc-Cre infection, luciferase reporter, 44 h | Potency, µM (highest dose often 41.8 µM), for inactives: at the top dose activity change, negative = inhibition, most hits filed as inhibitors | 340,000 tested, 3.4% active; note: potency is the fitted concentration of half-maximal effect
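Compounds are dispensed onto cells plated 4 h earlier at 1,000 per well, with HCVcc-Cre virus (about 0.5 moi) added next. Following 44 h of culture, luminescent signal is measured for 15 sec after 15 min with substrate at room temperature.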
HCMV inh = qHTS Assay for inhibitors of the human cytomegalovirus (HCMV). HFF cells, HCMV-luciferase reporter, 72 h; stronger effect = lower value. AID 1259415, 2018. 410,000 tested, 4.5% active. activity change, negative = inhibition, % at 57.5 µM; in the data active = activity change below about -60%; inconclusive = no clear call, values can overlap the other calls; inactive = above about -39%
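Cell-based, HFFs, 1000 cells/well, 16 h 37C; cpds in DMSO + HCMV-luc, MOI 1 PFU/cell; 72 h 37C; OneGlo luminescence after 5 min RT; norm. to buffer vs Salinomycin 10uM.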
AMA1-RON2 inh = qHTS for Inhibitors of AMA1-RON; Towards Development of Antimalarial Drug Lead: Primary Screen. Plasmodium falciparum AMA1 (3D7) - RON2 peptide interaction. AlphaScreen AMA1-biotinylated RON2 peptide binding. Potency, µM (titrated, usually from 58.2 µM), for the others: top-dose activity change, negative = inhibition, actives largely listed as inhibitors. 360,000 tested, 0.2% active. AID 720542, 2013;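 note: potency is the fitted concentration of half-maximal effect; 0% = vehicle wells and -100% = peptide control; nearly all actives have a fitted effect of over 45% in size; some results filed as inactive show a strong effect at the top dose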
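AMA1 (3D7) with his tag at 25 nM final met compounds first, then biotinylated RON2 peptide at 25 nM; detection used donor plus acceptor beads, 10 µg/mL apiece, read by AlphaScreen after 30 min at room temperature.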
Tb PYK inh = qHTS of Trypanosoma Brucei Inhibitors; TbPYK enzyme, Kinase-Glo Plus ATP luminescence, 45 min; AID 624173, 2012; pyruvate kinase (Trypanosoma brucei), Q57TT1; Potency, µM (highest dose often 76.8 µM), inactives show at the highest dose activity, negative = inhibition, actives largely listed as inhibitors; 410,000 tested, 0.12% active; note: potency is the fitted concentration of half-maximal effect; nearly all actives have a fitted effect of over 50% in size
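Glycolytic pyruvate kinase of T. brucei was incubated with substrate, test compound and 130 uM ADP for 45 minutes at room temperature. Luminescent Kinase-Glo Plus signal was measured after 10 minutes.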
Active calls of the source: *; ? = inconclusive; . = not tested or not shown; [ ] = dose if it differs, or a comment. Unless noted, calls come from the whole dose curve; as a rule, active = well fitted curve in the direction sought with a large enough effect; inconclusive = small, poorly fitted or top-dose-only effect, or another doubt; inactive = no such curve, though single readings can be large; an effect the other way counts as inactive or inconclusive. Unless noted, % is set by controls: 0 for no effect and ±100 for the full control effect.

SMILES,AmpC no deterg,AmpC inh detg,LmPK inhibitor,HCV inh,HCMV inh,AMA1-RON2 inh,Tb PYK inh
COc1cccc(C(=O)C2CCCN(Cc3cn(C)nc3-c3ccccc3)C2)c1 (stereo not drawn),72%[activator],0%,1%,-14%,-14,-3%,-4%
Cc1cccc(-c2noc(CCC(=O)NCCc3ccccc3)n2)c1,86%[activator],?,0%,-10%,-13,-5%,0%
Cc1noc(C)c1C(=O)N1CCC1(C)C(=O)NS(=O)(=O)c1cccc(F)c1 (stereo not drawn),.,.,.,.,?,5%,-3%
CC(C)(C)C(=O)NC(=S)Nc1ccccc1C(=O)Nc1ccccc1,-58%,?,4%,10%,-20,44%[activator],-12%
CC1CCC2(CC1)NC(=O)N(CC(=O)c1cccn1C)C2=O (stereo not drawn),-17%,?,0%,1%,-31,15%,-1%
O=C(NCC(c1ccc2c(c1)OCO2)N1CCOCC1)C(=O)Nc1cccc(Cl)c1 (stereo not drawn),.,5%,.,.,10,.,-2%
COc1ccc(-c2sc3cc4c(cc3c2C#CCO)OCO4)cc1,-1%,0%,.,11µM*,-16,-23%,-2%
Cc1cccc(C)c1N1CCN(CCn2c(=S)[nH]c3ccccc3c2=O)CC1,-26%,?,-3%,?,10,38%[activator],0%
CC12CCC(C(=O)Nc3nccs3)(OC1=O)C2(C)C (stereo not drawn),64%[activator],?,-10%,6%,25,19%,.
Cc1cccc(C2CC(=O)Oc3c2c(=O)oc2ccccc32)c1 (stereo not drawn),.,-11%,.,.,5,.,3%
CCCc1c2ccccc2nc2ccccc12,-12%,-11%,4%,-28%,?,0%,-3%
COc1ccc(-c2cn(-c3ccc(C)cc3)c(S(=O)(=O)CC(=O)Nc3ccccc3)n2)cc1,.,-5%,.,.,12,.,-3%
COc1ccc(CCNC(=O)COc2ccc(C)nc2[N+](=O)[O-])cc1OC,-10%[11.4 µM],-4%,1%,-12%,74,3%,-2%
CC(C)COP(=O)(c1ccc(N(C)C)cc1)C(O)c1ccc(Br)cc1 (stereo not drawn),125%[activator],-3%,0%,-19%,?,2%,-8%
CCOC(=O)c1c(CSc2ccccc2)n(C)c2ccc(O)c(CN3CCN(C)CC3)c12,132%[activator],-4%,-4%,-27%,?,-20%,-3%
Cc1ccccc1Nc1nc(N)nc(CSc2nc3ccccc3s2)n1,-46%,?,6%,?,-5,15%,-7%
CCCCc1ccc(NS(=O)(=O)c2c(C)n(C)c(=O)n(C)c2=O)cc1,37%,-12%,-1%,-26%,41,0%,4%
O=C(O)CN1CCCC1=Nc1ccccc1,-7%,5%,9%,7%,9,-7%,-1%
CN(C)C(=O)Cn1cc(S(=O)(=O)Cc2ccccc2)c2ccccc21,-9%,-14%,5%,6%,16,-4%,5%
CC(C)(C)S(=O)N1Cc2cc(C(=O)NCc3ccc4c(c3)OCO4)nc(-c3cccc(-c4ccccc4)c3)c2[C@@H]1CCO (stereo partly drawn),.,.,.,.,-7,-4%,1%

Shown as labelled records: entries from further up
> CCCc1c2ccccc2nc2ccccc12
  AmpC no deterg: -12%
  AmpC inh detg: -11%
  LmPK inhibitor: 4%
  HCV inh: -28%
  HCMV inh: ?
  AMA1-RON2 inh: 0%
  Tb PYK inh: -3%
> COc1ccc(-c2cn(-c3ccc(C)cc3)c(S(=O)(=O)CC(=O)Nc3ccccc3)n2)cc1
  AmpC no deterg: .
  AmpC inh detg: -5%
  LmPK inhibitor: .
  HCV inh: .
  HCMV inh: 12
  AMA1-RON2 inh: .
  Tb PYK inh: -3%
> COc1ccc(CCNC(=O)COc2ccc(C)nc2[N+](=O)[O-])cc1OC
  AmpC no deterg: -10%[11.4 µM]
  AmpC inh detg: -4%
  LmPK inhibitor: 1%
  HCV inh: -12%
  HCMV inh: 74
  AMA1-RON2 inh: 3%
  Tb PYK inh: -2%

(listing goes on)
SMILES,AmpC no deterg,AmpC inh detg,LmPK inhibitor,HCV inh,HCMV inh,AMA1-RON2 inh,Tb PYK inh
Cc1noc(C)c1NC(=O)NCCN1CCN(Cc2ccccc2)CC1,-1%,12%,4%,5%,54,18%,-2%
CC1=Nc2cc(C(=O)NC3CCCC3)ccc2Sc2ccc(C)cc21,.,23%,.,.,-93*,.,-1%
COc1ccccc1C(=O)NC(=O)Nc1ccc(-c2cc(C(F)(F)F)nn2-c2ccccc2)cc1,.,-2%,.,.,-36,.,4%
O=C(N/N=C/c1ccco1)c1ccc(N2CCCC2=O)cc1,-38%,-4%,3%,0%,-15,3%,-2%
CC(C)(C)NS(=O)(=O)c1ccc(CCC(=O)NCc2cccnc2)cc1,-1%,5%,4%,12%,37,-1%,-2%
Cc1nn(C)c(C)c1NC(=O)c1ccnn1C,-12%,-12%,-3%,15%,-25,10%,-5%
Cc1ccccc1Nc1c(-c2ccccc2)nc2cccc(C)n12,.,14%,.,.,5,.,2%
Cc1ccc(-c2nc3ccccc3[nH]2)cc1NC(=O)COc1cccc(C)c1C,.,-3%,.,.,?,.,-5%
Cc1ccc(CNC(=O)Cn2ncn3cccc3c2=O)cc1,-25%,-13%,-15%,0%,85,0%,3%
CCCCC(CCC(=O)O)(C(=O)OCC)c1csc(Nc2ccc(C)cc2)n1 (stereo not drawn),-24%,-5%,3%,-18%,?,7%,-9%
CCn1c(SCC(=O)Nc2ccccc2Cl)nnc1C1CC1,-9%,?,1%,13%,-16,-1%,6%
Clc1cccc(-n2ncc3c(NC4CCCCC4)ncnc32)c1,.,11%,.,.,52,.,2%
CCCc1nnc(NC(=O)C2CC(=O)N(CCc3ccc(F)cc3)C2)s1 (stereo not drawn),27%,11%,-1%,5%,2,0%,-13%
O=C(Nc1nc2ccccc2s1)c1c(F)cccc1Cl,-27%,2%,-1%,-1%,19,-1%,5%
CCCCn1nc(C(=O)O)ccc1=O,-22%,?,13%,10%,8,11%,7%
CCc1nnc2sc(-c3ccc(NC(=O)c4ccc5c(c4)OCCO5)cc3)nn12,-5%,2%,1%,?,?,-2%,7%
O=C(Nc1nccs1)C1CC=CCC1 (stereo not drawn),-13%,?,-6%,8%,-69*,-1%,4%
Cn1cnnc1SCc1ccc(C(=O)N/N=C(\CCC(=O)O)c2ccc(C(C)(C)C)cc2)cc1,-18%,-8%,0%,34%[activator],17,35%[activator],?
C=CCN1C(=O)C2(OCCCO2)c2cc(C)ccc21,3%,-6%,4%,17%,-6,7%,-3%
CC(Sc1nc(N)cc(=O)[nH]1)C(=O)Nc1ccc(N2CCOCC2)cc1 (stereo not drawn),.,.,.,.,11,-7%,-2%
Cc1ccc(SCc2cn3ccccc3n2)cc1,-20%,2%,-20%,2%,?,-26%,1%
O=C(Nc1cccc(Cl)c1)NC1CCS(=O)(=O)C1 (stereo not drawn),-22%,-7%,0%,6%,19,14%,-18%
C=C(c1ccccc1C)[n+]1ccccc1,-7%,-15%,11%,?,9,2%,6%
CCn1nc(C)c(/C=N/NC(=O)Cn2nnnc2N)c1C,-1%,-1%,-12%,9%,10,-4%,-10%
CC(C)(C)c1ccc(N=C2SCC(=O)N2Cc2cccs2)cc1,-22%,0%,-1%,7%,-28,0%,5%
COc1ccc(C(=O)NC(C(=O)N2CCc3ccccc32)C(C)C)cc1 (stereo not drawn),5%,7%,3%,-11%,?,-8%,3%
Cc1nnc(SCC(=O)Nc2nsc(-c3ccccc3)n2)s1,-14%,-8%,2%,?,-24,-3%,1%
COC(=O)C(c1cc(OC)c(O)c(OC)c1)(N1CCNC(C)C1)C(F)(F)F (stereo not drawn),6%,2%,0%,14%,11,-4%,4%
O=C(CSc1nc2cc(Cl)ccc2s1)NCc1ccc2c(c1)OCO2,-11%,5%,3%,-2%,31,-3%[11.6 µM],-2%
O=C(/C=C/c1ccc(F)cc1)NCCCn1ccnc1,18%,-8%,-1%,8%,165,-6%,-8%
COc1ccc(Oc2cc(F)nc(N)n2)cc1,-6%,?,-2%,4%,-9,8%,-6%
COc1ccc(N(CC(=O)O)S(C)(=O)=O)cc1OC,-9%,-16%,-2%,10%,-20,16%,-4%
COc1ccc(-c2nc3cc(C)c(Br)c(C)n3c2Cc2ccccc2C(F)(F)F)cc1OC,.,.,.,.,-26,-17%,-8%
N#CCC(C(=O)c1cccnc1)c1ccccc1 (stereo not drawn),.,.,.,.,-22,-6%,1%
CCOc1ccc(-c2cccc(NC(=O)COc3ccccc3)c2)nn1,-18%,1%,1%,-15%,.,-4%,-2%
O=[N+]([O-])c1ccc(Sc2nccn2Cc2ccccc2)c([N+](=O)[O-])c1,-28%,0%,11%,?,-37,-14%,-2%
O=C(Nc1ccc(Cl)cc1)c1cc2nc(-c3ccco3)cc(C(F)(F)F)n2n1,-8%,4%,8%,?,-21,4%,-11%
NC(=O)CSc1nc2scc(-c3ccc(Cl)cc3)c2c(=O)n1Cc1ccccc1,-44%,-7%,2%,2%,?,9%,0%
CC1=NN(c2nc(-c3ccc(F)cc3)cs2)C(=O)C1,-47%,-2%,-1%,4%,.,53%[activator],-5%
COc1ccc(CNC(=O)COC(=O)CO/N=C(\C)c2ccc3c(c2)OCO3)cc1,-26%,?,.,16%,-22,-1%,3%
O=C(CCCCCNC(=O)N1CCn2c1nc1ccccc12)NCc1ccc(F)cc1,9%,3%,5%,1%,0,-10%,-4%
O=C(Cn1nc(-c2ccc3c(c2)OCCO3)ccc1=O)Nc1cccc(NC(=O)c2ccccn2)c1,-25%,-8%,0%,.,.,.,.
CCCN1CCN(c2ncnc3scc(C4COc5ccccc5O4)c23)CC1 (stereo not drawn),127%[activator],-11%,3%,?,-38,?,4%
Cc1cccc(OCC(=O)N2CCN(Cc3ccc([N+](=O)[O-])cc3)CC2)c1,-5%,-1%,-10%,?,-32,?,0%
Cc1ccc(CNC(=O)C2CC(c3ccc([N+](=O)[O-])cc3)=NO2)cc1 (stereo not drawn),-17%,2%,0%,-11%,11,-9%,-8%
